# Source: PubChem BioAssay
# CRFBP-R2 agonist: agonists of CRF-BP/CRF-R2 complex, primary screen, cell-based, HEK293, calcium dye fluorescence, uHTS | CRF-binding protein / CRF receptor 2 complex (human) | calcium dye fluorescence (FLIPR); percent of saturating CRF peptide response | activation, % at 13.2 µM | actives 0.46% (n = 350,000) | AID 588473, 2011;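 active = activation of at least 50%, plus an integration ratio under a set limit after plate pattern correction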;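 note: plate controls were neutral control wells without compound for no effect and CRF at EC100 for full effect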
# CRFR2-BP antag: antagonists of CRF-BP/CRF-R2 complex, primary screen, cell-based, HEK293, calcium dye fluorescence, uHTS; CRF-induced calcium fluorescence; inhibition, % at 11.8 µM; actives 0.59% (n = 350,000); AID 588475, 2011;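 active = inhibition of the ligand-induced calcium signal above about 50% at the single tested concentration, limit read from the data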
# CHRM4 agonist: human M4 muscarinic receptor agonists, primary screen, CHO-K1 cells, Fluo-8 calcium fluorescence. actives 0.14% (n = 360,000). activation, % at 3 µM. CHO-K1 hM4/Gqi5; vehicle 0%, full acetylcholine response 100%. Muscarinic acetylcholine receptor M4 (Homo sapiens), P08173. AID 624127, 2012;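 active = activation above the run mean over all test wells plus 3 SD, cut at about 32% in these data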;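 note: peak over basal fluorescence ratio per well then scaled between controls; 0% = DMSO wells and 100% = acetylcholine at EC100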
# Target sequence (P08173 whole entry, looked up): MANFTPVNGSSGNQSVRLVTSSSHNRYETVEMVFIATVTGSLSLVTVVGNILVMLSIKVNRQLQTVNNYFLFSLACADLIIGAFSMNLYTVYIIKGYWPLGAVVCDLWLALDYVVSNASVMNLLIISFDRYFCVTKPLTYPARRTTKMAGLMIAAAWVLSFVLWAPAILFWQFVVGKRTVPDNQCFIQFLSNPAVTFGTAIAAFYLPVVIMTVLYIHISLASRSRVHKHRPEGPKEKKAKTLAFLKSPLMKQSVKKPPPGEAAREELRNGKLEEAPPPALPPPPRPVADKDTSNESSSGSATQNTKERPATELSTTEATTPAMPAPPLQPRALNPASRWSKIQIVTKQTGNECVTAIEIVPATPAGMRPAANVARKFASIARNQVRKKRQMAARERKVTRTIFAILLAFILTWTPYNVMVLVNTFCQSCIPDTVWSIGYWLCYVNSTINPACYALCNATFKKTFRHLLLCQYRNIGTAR
# CHRM5 PAM: human M5 muscarinic receptor positive allosteric modulators, primary screen, CHO-K1 cells, Fluo-8 calcium fluorescence | Muscarinic acetylcholine receptor M5 (Homo sapiens), P08912 | CHO-K1 hM5, ACh EC20 PAM; 0% = ACh EC20, 100% = ACh EC100 | activation, % at 3 µM | actives 0.3% (n = 360,000) | AID 624038, 2012;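 active = activation above the run cutoff, the mean activation of all test compounds plus 3 SD, cut at about 18% in these data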
#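 System: CHO-K1 hM5 cells. Reagent: acetylcholine, EC20 level. Compound dosing: single dose, 3 µM nominal final test concentration. Timing: Post-acetylcholine fluorescence recording 140 s. Detection: Fluo-8 calcium fluorescence. Read-out: % activation, ACh-normalized. Benchmarks: ACh EC20 and EC100 wells. Repeats: singlicate, one well per test compound.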
# M5 ag: human M5 muscarinic receptor agonists, primary screen, CHO-K1 cells, Fluo-8 calcium fluorescence; Muscarinic acetylcholine receptor M5 (Homo sapiens), P08912; CHO-K1 hM5 cells; 0% DMSO wells, 100% maximal acetylcholine response; activation, % at 3 µM; actives 0.19% (n = 360,000); AID 624037, 2012;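 active = activation above the run's mean over test compounds plus 3 SD, cut at about 23% in these data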;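 note: signal is peak over basal fluorescence ratio across the kinetic read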
# CHRM1 PAM: human M1 muscarinic receptor positive allosteric modulators, primary screen, CHO-K1 cells, Fluo-8 calcium fluorescence, 1536-well. Muscarinic acetylcholine receptor M1 (Homo sapiens), P11229. CHO-K1 hM1, ACh EC20; 0% = ACh EC20, 100% = maximal ACh. activation, % at 3 µM. actives 0.088% (n = 360,000). AID 588819, 2011; in the data active = activation above about 19%, passing the limit was not always enough
# Target sequence (P11229 whole entry, looked up): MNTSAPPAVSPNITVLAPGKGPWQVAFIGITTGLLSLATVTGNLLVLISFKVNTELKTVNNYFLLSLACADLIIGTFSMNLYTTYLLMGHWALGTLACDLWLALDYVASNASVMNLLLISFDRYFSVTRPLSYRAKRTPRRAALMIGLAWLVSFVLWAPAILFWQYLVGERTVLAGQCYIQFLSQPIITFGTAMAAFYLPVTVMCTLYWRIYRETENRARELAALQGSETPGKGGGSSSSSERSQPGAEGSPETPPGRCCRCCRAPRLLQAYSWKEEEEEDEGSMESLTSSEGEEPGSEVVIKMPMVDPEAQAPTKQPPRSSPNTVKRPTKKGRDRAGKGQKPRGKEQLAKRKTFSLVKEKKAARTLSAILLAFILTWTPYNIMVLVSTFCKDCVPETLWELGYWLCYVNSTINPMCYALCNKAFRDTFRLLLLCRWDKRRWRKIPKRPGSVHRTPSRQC
# M4 antag: human M4 muscarinic receptor antagonists, primary screen, CHO cells, Fluo-8 calcium fluorescence; CHO-hM4 cells, ACh EC80; inhibition, % at 3 µM; actives 0.73% (n = 360,000); AID 624125, 2012;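 active = inhibition above its plate's cutoff, the mean inhibition of sample wells plus 3 SD, cut at about 27% in these data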;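 note: 0% = acetylcholine EC80 with DMSO and 100% = DMSO without agonist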
# CHRM4 PAM: human M4 muscarinic receptor positive allosteric modulators, primary screen, CHO-K1 cells, Fluo-8 calcium fluorescence | Muscarinic acetylcholine receptor M4 (Homo sapiens), P08173 | CHO-K1 hM4/Gqi5, ACh EC20; 0% = ACh EC20, 100% = maximal ACh | activation, % at 3 µM | actives 0.4% (n = 360,000);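 active = activation above its plate's cutoff, the mean activation of sample wells plus 3 SD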; note: some results filed as inactive read as strong as hits
# M5 antag: human M5 muscarinic receptor antagonists, primary screen, CHO cells, Fluo-8 calcium fluorescence; Muscarinic acetylcholine receptor M5 (Homo sapiens), P08912; AID 624040, 2012; actives 0.59% (n = 360,000); inhibition, % at 3 µM; CHO-hM5 cells, ACh EC80;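 active = inhibition above a per-plate cutoff, the mean of that plate's test compounds plus 3 SD, cut at about 27% in these data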;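 note: 0% = acetylcholine EC80 with DMSO and 100% = DMSO without agonist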
# The depositor's hits bear a star; / = not tested or not shown. Compounds were not picked by outcome (roughly 2.6% active in at least one column).
SMILES,CRFBP-R2 agonist,CRFR2-BP antag,CHRM4 agonist,CHRM5 PAM,M5 ag,CHRM1 PAM,M4 antag,CHRM4 PAM,M5 antag
COCCNc1nc2nonc2nc1N1CCCC1c1nccs1 (configuration not stated),15,-24,1,-6,-2,12,-2,6,-4
O=S(=O)(NCc1ccc(Cl)cc1)c1ccc(Cl)nc1,-1.9,3,1,-2,-1,-3,3,-10,-1
O=[N+]([O-])c1cc(-c2nc3nc4ccccc4nc3n2CCc2ccccc2)cc([N+](=O)[O-])c1,-0.6,-13,0,13,-1,1,4,11,-3
COc1cccc(CC(=O)Nc2ccc3c(c2)CCC3)c1,0.6,8,1,-3,-3,1,3,1,2
Cc1ccnc(Nc2nc(-c3ccc(O)cc3O)cs2)c1,-0.1,-6,-1,-7,1,5,-7,2,-13
COc1cc(OC)cc(C(=O)N[C@H](C(=O)Nc2nnc(C3CC3)s2)C(C)C)c1,-3.5,-17,1,4,-9,1,-4,6,-4
Cc1noc(C)c1S(=O)(=O)Nc1ccc2c(c1)C(=O)N([C@H](C)CO)C[C@H](C)[C@H](CN(C)S(=O)(=O)c1ccc(Cl)cc1)OCCCC[C@@H](C)O2,/,/,0,-3,2,-7,-10,-2,4
CCn1nnnc1NCc1ccc(OCc2ccc(F)cc2Cl)c(OC)c1,0.6,7,6,11,-1,3,-11,4,6
CCOC(=O)CN1C(=O)N[C@@H](CCc2ccccc2)[C@H](C(C)=O)[C@H]1C,4.8,-11,1,7,8,3,1,11,-3
CC(=O)c1c(O)cc(=O)n(-c2ccccc2)c1-c1cccc2ccccc12,2.0,-18,1,4,1,2,-2,13,5
Cc1cccc(/C=N/n2c(-c3ccncc3)n[nH]c2=S)c1,-3.2,-27,1,-4,2,2,1,2,2
Nc1n[nH]c(C2CC2)c1N=Nc1ccc(Cl)c(Cl)c1,0.3,0,1,12,1,20,6,1,-5
Cc1[nH]nc2ncc(C(=O)c3ccccc3O)cc12,-1.5,5,2,1,-1,9,11,23,-1
O=C(c1cn(CC(=O)N2CCCCC2)c2ccccc12)C1CC1,1.9,0,1,-8,-3,2,-1,0,-2
O=S1(=O)CCC(NS(=O)(=O)c2cccc3cccnc23)C1 (configuration not stated),-0.3,3,0,-1,2,1,1,8,0
Cc1c(NC(=O)COC(=O)CSc2ccc(C(N)=O)cc2[N+](=O)[O-])c(=O)n(-c2ccccc2)n1C,-0.4,13,0,5,-3,14,-13,7,-20
Cc1ccc(OCc2nc(-c3ccccn3)n[nH]2)cc1,2.0,-10,1,13,-1,8,5,18,9
O=C(NCc1cccnc1)c1ccccc1NS(=O)(=O)c1ccccc1,-0.7,6,2,-3,-3,2,3,-4,2
CCCCn1c(SCc2cccnc2)nc2c1c(=O)n(C)c(=O)n2C,0.2,1,2,-2,-3,0,-5,4,5
COC(=O)c1sc2cnccc2c1N,0.9,13,0,6,1,-1,0,1,-3
COCCNS(=O)(=O)c1cccc2cccnc12,0.5,-9,0,-1,1,10,-6,7,3
CCn1c2ccccc2c2nnc(SCC(=O)NC(CC(C)C)C(=O)OC)nc21 (configuration not stated),-0.9,25,0,-2,1,6,9,-7,0
CC(C)c1onc(C(=O)NCc2ccccn2)c1[N+](=O)[O-],0.2,-22,1,9,-1,4,4,-1,-8
CC(C)=CC(O)C/C(C)=C/COc1ccc2ccc(=O)oc2c1 (configuration not stated),-2.1,11,3,0,1,-8,-6,1,3
CNc1cccc(-c2cccc(O)c2)n1,/,/,2,0,0,-2,-8,5,-3

# Next section.
SMILES,CRFBP-R2 agonist,CRFR2-BP antag,CHRM4 agonist,CHRM5 PAM,M5 ag,CHRM1 PAM,M4 antag,CHRM4 PAM,M5 antag
Cc1cccc2[nH]c3c(N4CC=C(c5ccc(F)cc5)CC4)ncnc3c12,-2.8,1,7,-11,-2,-11,2,-5,3
N=C1C(c2nc(-c3ccc(Cl)cc3)cs2)=C(O)CN1CCCN1CCOCC1,-1.3,10,2,5,-5,12,5,10,-3
CCNC(=S)SCCOc1ccccc1C,-2.1,3,0,-3,-4,6,2,0,1
Cc1ccc(NC(=O)N2CCc3ccccc3C2)cc1,0.3,0,1,-2,-4,-2,1,-3,-6
COc1cc2ccc(-c3ccc4ccccc4n3)cc2cc1OC,2.8,19,12,-9,2,-12,14,-9,17
O=[N+]([O-])c1cccc(-c2noc(COc3ccccc3)n2)c1,-1.0,-15,0,-2,-2,1,2,-1,-6
Cc1ccc(-c2nc(C)sc2CC(=O)O)cc1,-1.4,2,0,1,-2,-2,-15,6,1
CCN(CC)c1ccc(/C=N/O)cc1,-2.1,-12,-1,11,-3,6,-3,5,1
COc1ccc(/C=N/N=C2/NC(=O)C(c3ccccc3)S2)c(OC)c1 (configuration not stated),-0.3,-6,0,18*,-7,15,1,13,-6
CCn1cc(SCC(=O)NCc2ccc3c(c2)OCO3)c2ccccc21,-7.7,18,0,-3,-1,1,2,-6,-1
CCN(c1cccc(C)c1)S(=O)(=O)c1ccc(-c2coc(C)n2)cc1,0.4,10,2,-1,-7,15,-14,2,5
O=C(COC(=O)COc1ccc(Cl)cc1)NC1CC1,-3.6,8,1,-3,3,3,-1,0,4
O=C(NCC1(O)CCCCC1)C1CCC(=O)N(CCc2ccccc2)C1 (configuration not stated),-1.4,-4,0,-9,-2,6,8,-4,22
O=S(=O)(c1ccc(=S)[nH]c1)N1CCOCC1,-2.2,-19,2,7,2,9,-10,13,-7
Cc1c(Cl)cccc1NC(=O)c1cc(S(=O)(=O)N2CCOCC2)cn1C,1.2,-39,2,-10,1,14,-18,4,0
CCCc1cc(=O)oc2cc(OCC(=O)Nc3ccc(S(N)(=O)=O)cc3)ccc12,3.0,2,1,-2,-6,11,1,3,9
Cc1c(C(=O)/C=C/N(C)C)nnn1-c1ccc(Cl)cc1C#N,3.7,3,2,2,-2,2,-4,3,8
CCN1C[C@@H]2[C@@H]3C(=O)N(Cc4ccccc4)C(=O)[C@@H]3[C@](C)(C1=O)N2C(=O)c1ccc(C)cc1,-1.5,6,0,10,3,-3,-6,9,-7
CC(C)(C)NC(=O)CSCc1c(Cl)cccc1Cl,-1.0,19,11,-1,-2,-8,4,1,-1
CC(C)CCNC(=O)c1cc(-c2ccncc2)nc2ccc(S(=O)(=O)N3CCOCC3)cc12,-0.9,-4,2,-4,3,5,-2,-3,1
COc1ccc(CCNC(=O)CSc2ccsc2[N+](=O)[O-])cc1OC,-3.1,8,1,-4,0,10,2,-2,9
COc1cccc(-n2nnc3c(=O)n(CC(=O)OCc4ccccc4)cnc32)c1,0.0,-5,0,3,1,3,9,7,-4
Cc1ccc(S(=O)(=O)c2ccc(-n3nc(C)cc3N)cc2)cc1,-2.0,13,2,7,4,11,-6,-5,-13
O=C(CN1C(=O)CC(c2ccccc2)=Nc2ccccc21)NCc1ccccc1,-1.0,42,3,-7,-2,8,-4,3,-2
COc1ccc(S(=O)(=O)NCCc2ccccc2)cc1OC,-1.4,6,2,-1,1,13,8,5,-2

# One compound at a time, from the list above. Order of screens: CRFBP-R2 agonist | CRFR2-BP antag | CHRM4 agonist | CHRM5 PAM | M5 ag | CHRM1 PAM | M4 antag | CHRM4 PAM | M5 antag
# CCn1cc(SCC(=O)NCc2ccc3c(c2)OCO3)c2ccccc21 as listed: -7.7 | 18 | 0 | -3 | -1 | 1 | 2 | -6 | -1
# COc1ccc(/C=N/N=C2/NC(=O)C(c3ccccc3)S2)c(OC)c1 (configuration not stated) as listed: -0.3 | -6 | 0 | 18* | -7 | 15 | 1 | 13 | -6
# Cc1ccc(-c2nc(C)sc2CC(=O)O)cc1 as listed: -1.4 | 2 | 0 | 1 | -2 | -2 | -15 | 6 | 1

# Other compounds.
SMILES,CRFBP-R2 agonist,CRFR2-BP antag,CHRM4 agonist,CHRM5 PAM,M5 ag,CHRM1 PAM,M4 antag,CHRM4 PAM,M5 antag
OC1CCC(Nc2ccn3nc(-c4cccc(Cl)c4)cc3n2)CC1 (configuration not stated),/,/,6,-2,-1,0,6,-5,4
CC(C)(C)c1ccc(C(=O)NNC(=O)c2cccc(-n3cnnn3)c2)cc1,-4.5,-2,4,2,-1,0,-3,0,-5
CC(C)NS(=O)(=O)c1ccc(OCC(=O)NCc2cccnc2)cc1,-1.1,-4,-1,-1,1,-4,5,-4,-1
CC(C)[C@H](NC(=O)[C@@H]1CSC2c3ccccc3C(=O)N21)C(=O)N1CCCCC1 (some centres not stated),0.1,-1,1,-3,-2,2,2,-1,12
O=S(=O)(c1ccc(F)c(F)c1)N1CCN(Cc2ccc3c(c2)OCO3)CC1,1.1,20,0,1,-11,-1,-1,3,-3
COC(=O)C1C(=O)OC(C)(C)C1C(C)C(=O)c1ccccc1 (configuration not stated),-0.4,9,0,-2,1,8,2,1,0
CCC1CCCCN1CCNC(=O)C1CCCN(S(=O)(=O)c2cccc3nsnc23)C1 (configuration not stated),-0.6,-1,1,-3,-9,-8,4,-1,-3
CCc1ccc(NC(=O)C2CCCN(S(=O)(=O)c3ccc4c(c3)CC(C)N4C(C)=O)C2)cc1 (configuration not stated),-0.7,4,2,-6,0,1,-1,-1,-2
c1ccc(C2=Nn3c(nnc3-c3ccncc3)SC2)cc1,1.0,-1,3,2,-5,-6,5,1,5
Cc1ccc(NC(=O)c2ccc(OC(F)(F)F)cc2)cc1S(=O)(=O)N(C)C,0.4,-35,11,-10,1,-12,10,1,9
O=C(O)c1ccc(N2C(=O)c3ccccc3C2=O)cc1[N+](=O)[O-],8.9,12,0,-5,1,8,-8,8,14
CCc1ccc(NC(=O)CSc2n[nH]c(=O)n2C2CC2)cc1,0.0,-8,1,5,-3,3,-11,4,3
O=C(COc1ccc2c(-c3ccccc3)cc(=O)oc2c1)NCCN1CCOCC1,-1.2,10,1,-4,-4,3,-7,-2,14
CCN(C(=O)COc1ccccc1[N+](=O)[O-])C1CCS(=O)(=O)C1 (configuration not stated),11,20,0,-6,1,8,-4,1,6
Oc1ccc(-c2n[nH]c(C(F)(F)F)c2-c2ccccc2)c(O)c1,-0.1,1,29,-15,2,-24,47*,-19,64*
O=C(CCN1C(=O)C2CC=CCC2C1=O)OCC(=O)c1ccc(F)cc1 (configuration not stated),0.6,3,3,-10,7,6,-3,-2,2
O=C(c1cc2cc(F)ccc2[nH]1)N1CCc2ccccc21,-0.6,7,16,-8,0,-7,4,-5,15
COc1ccc(C(CNC(=O)c2ccc(S(=O)(=O)N(C)C)cc2)N2CCCC2)cc1 (configuration not stated),0.8,16,1,4,-5,0,8,-12,6
CC(=O)Nc1ccc(Cl)cc1C(=O)O,-0.3,10,1,-3,-3,5,2,2,-9
Cc1cccc(NC(=O)CSc2nc(N)c(NC(=O)c3cccs3)c(=O)[nH]2)c1,-0.5,6,0,-3,1,12,-6,5,10
CC(=O)C1=C(O)C(=O)N(CC(=O)O)C1c1ccccc1Cl (configuration not stated),0.7,-9,1,-3,1,6,-7,0,1
